High-throughput results deposited in PubChem BioAssay by The Scripps Research Institute Molecular Screening Center.
LEDGF integ inh: blocks HIV-1 LEDGF/p75-dependent DNA integration. AID 743269. TR-FRET IN-LEDGF/p75 DNA integration, Eu/Cy5. inhibition, % at 3.7 µM. hit rate 0.64% among 370,000;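 active = inhibition above the screen-wide mean plus 3 SD, cut at about 13% in these data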;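 note: signal is the Cy5 over europium emission ratio at 671 and 618 nm; 0% = plate median of compound wells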
ASAP1 inh: inhibitors of human ASAP1 ArfGAP activity; Q9ULH1; ASAP1-stimulated ARF1 GTP hydrolysis, GDP FP detection; inhibition, % at 16.5 µM; hit rate 0.19% among 360,000; AID 624377; in the data active = inhibition above about 25%;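 note: 0% = vehicle with enzyme and substrate and 100% = no enzyme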
PLCg1 inh: blocks human PLC-gamma1 enzyme activity | AID 720700 | inhibition, % at 12.2 µM | P19174 | purified PLC-gamma1, fluorogenic substrate, fluorescence | hit rate 0.84% among 370,000; in the data active = inhibition above about 9.5%
Tn7 DDE FP: DD(E)-Tn7 binding inhibition, primary FP screen. inhibition, % at 8.3 µM. hit rate 0.13% among 370,000. AID 720508. FP displacement of FITC-Tn7 peptide from fibrin DD(E); 0% = median of compound wells per plate. P02675;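 active = inhibition above the mean of compounds falling within the control limits plus 3 SD of them, cut at about 14% in these data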;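 note: 0% = plate median of compound wells and 100% = 10 µM Aha-Tn7 peptide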
Target sequence (P02675 whole entry, looked up): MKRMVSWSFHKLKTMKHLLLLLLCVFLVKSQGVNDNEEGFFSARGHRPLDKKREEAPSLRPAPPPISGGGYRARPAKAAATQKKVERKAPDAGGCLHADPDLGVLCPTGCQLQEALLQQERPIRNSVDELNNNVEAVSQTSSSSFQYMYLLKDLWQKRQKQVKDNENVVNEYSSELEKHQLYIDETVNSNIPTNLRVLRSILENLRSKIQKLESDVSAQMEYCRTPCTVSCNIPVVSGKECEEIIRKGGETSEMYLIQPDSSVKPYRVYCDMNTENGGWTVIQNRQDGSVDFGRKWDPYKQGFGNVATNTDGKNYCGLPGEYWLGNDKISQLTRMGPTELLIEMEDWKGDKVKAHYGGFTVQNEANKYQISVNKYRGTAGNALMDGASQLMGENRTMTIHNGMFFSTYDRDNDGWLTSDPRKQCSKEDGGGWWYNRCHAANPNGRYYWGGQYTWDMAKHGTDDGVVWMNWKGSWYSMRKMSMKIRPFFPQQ
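Test system – human fibrin DD(E) · Times – 10 min preincubation, 3 h with tracer, room temperature · Detection – fluorescence polarization of the labelled Tn7 tracer · Measure – percent inhibition normalized to high-control wells · Benchmarks – high control wells with 10 µM unlabelled Aha-Tn7 peptide (full inhibition) · Repeats – singlicate testing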
TDP2 absorb: blocks human TDP2 phosphodiesterase activity; hit rate 0.34% among 370,000; recombinant TDP2, T5PNP hydrolysis, p-nitrophenol absorbance 415 nm; inhibition, % at 12.8 µM; O95551; AID 720702;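 active = inhibition above the mean of all tested compounds plus 3 SD, set per campaign, cut at about 25% in these data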;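 note: 0% = DMSO with enzyme and 100% = buffer with substrate but no TDP2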
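System: recombinant human TDP2 / Amount: 120 nM TDP2 per well / Also added: 5 mM T5PNP chromogenic substrate / Doses: 12.8 µM single point, 1% DMSO / Incubation: 2 h at 37 °C / Detection: p-Nitrophenol epi absorbance / Evaluation: % inhibition relative to enzyme-containing and enzyme-free wells / Repeats: singlicate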
ADAM10 inh: inhibits human ADAM10; O14672; hit rate 0.62% among 370,000; inhibition, % at 7 µM; AID 720582; recombinant ADAM10, EDANS/DABCYL FRET peptide cleavage, 3 h;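 active = inhibition above a per-campaign cutoff equal to the mean of compounds falling between control-based bounds plus 3 SD, cut at about 20% in these data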;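 note: 0% = DMSO wells while the 100% control is not disclosed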
Target sequence (O14672 214-748 limits assumed): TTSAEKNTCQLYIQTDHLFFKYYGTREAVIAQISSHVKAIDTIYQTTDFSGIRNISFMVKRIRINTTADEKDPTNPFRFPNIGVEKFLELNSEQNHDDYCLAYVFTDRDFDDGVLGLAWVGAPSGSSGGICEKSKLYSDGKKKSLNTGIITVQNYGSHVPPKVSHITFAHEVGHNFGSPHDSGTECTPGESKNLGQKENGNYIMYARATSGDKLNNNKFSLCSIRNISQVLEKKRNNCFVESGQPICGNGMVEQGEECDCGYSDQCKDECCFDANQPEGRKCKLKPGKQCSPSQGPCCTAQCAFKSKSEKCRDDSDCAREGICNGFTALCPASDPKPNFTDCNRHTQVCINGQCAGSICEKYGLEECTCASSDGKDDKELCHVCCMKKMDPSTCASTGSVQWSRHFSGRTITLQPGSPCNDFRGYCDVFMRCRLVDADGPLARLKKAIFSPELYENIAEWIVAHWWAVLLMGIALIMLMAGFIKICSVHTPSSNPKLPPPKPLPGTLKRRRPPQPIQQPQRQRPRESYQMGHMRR
DDE Tn6 FP inh: inhibitors of Tn6 peptide binding to human fibrin DD(E). hit rate 0.21% among 370,000. AID 720509. inhibition, % at 8.3 µM. Fibrin DD(E) TRITC-Tn6 fluorescence polarization displacement;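 active = inhibition above a per-campaign cutoff: mean of compounds within control limits plus 3 SD, cut at about 15% in these data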;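 note: 0% = median of all compound wells on the plate and 100% = blocking peptide control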
ADAM17 inh: ADAM17 inhibition, QFRET primary screen; recombinant ADAM17, EDANS/DABCYL FRET peptide cleavage; hit rate 0.83% among 370,000; P78536; AID 720648; inhibition, % at 6.95 µM;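 active = inhibition above the mean of compounds lying between control limits plus 3 SD, set per campaign, cut at about 8.5% in these data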;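 note: 0% = DMSO-only wells as the low control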
ARFGAP1 inhibitor: inhibits rat ARF GTPase activating protein 1; inhibition, % at 16.5 µM; AID 651572; hit rate 0.26% among 360,000; Arfgap1-stimulated ARF1 GTP hydrolysis, GDP FP detection;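 active = inhibition above a per-plate limit, mean inhibition of low control wells plus 3 SD, cut at about 25% in these data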;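 note: 0% = DMSO wells with enzyme and 100% = wells lacking Arfgap1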
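Material: rat Arfgap1 catalytic domain, aa 1-136; also added: human ARF1(Δ1-17)-GTP substrate; compound dosing: one concentration, 16.5 µM, DMSO 1.26%; incubation: GTP hydrolysis reaction 2 h at 25 °C; measured by: Tracer-displacement fluorescence polarization with EDTA stop, 620/688 nm; evaluation: % inhibition from polarization; repeats: one replicate per compound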
proKLK7 act: proKLK7 (human) activation, primary screen. AID 652039. hit rate 0.9% among 370,000. purified proKLK7, EDANS-DABCYL substrate fluorescence; 100% is mature enzyme control, 0% vehicle. activation, % at 7 µM;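 active = activation above the mean of all tested compounds plus 3 SD, computed per campaign excluding outliers beyond control limits, cut at about 13% in these data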
Numbers without * were called inactive; i = inactive.

[1] COc1ccc(CSc2nnnn2-c2ccc(C(N)=O)cc2)cc1[N+](=O)[O-]
[2] COc1ccccc1C1C([N+](=O)[O-])=CC([N+](=O)[O-])=CN1C (centres undefined)
[3] O=C(c1cnc2ccccc2n1)N1CCN(c2ccc(C(F)(F)F)cn2)CC1
[4] COC(=O)NNS(=O)(=O)c1ccc(C)cc1
[5] CCCn1c(N)c(N(C)C)c(=O)n(CC(=O)Nc2ccc(OC(F)(F)F)cc2)c1=O
[6] CCOC(=O)C1(CC2CCCCO2)CCN(C(=O)Nc2ccc(C(=O)OC)cc2)CC1 (centres undefined)
[7] O=C(NCCCN1CCCCC1)C1CCN(c2ncnc3c2nc2n3CCCCC2)CC1
[8] O=C(CCCc1nc(-c2ccccc2)no1)N1CCOCC1

Assay by compound	1	2	3	4	5	6	7	8
LEDGF integ inh	-1	3	1	0	-4	-5	5	-1
ASAP1 inh	1	7	4	-11	-1	-6	5	4
PLCg1 inh	3	-1	-3	1	-2	-1	8	2
Tn7 DDE FP	6	-2	2	3	2	0	-2	-1
TDP2 absorb	5	-2	23	1	-7	-4	-16	2
ADAM10 inh	0	-4	2	2	2	-3	-2	-4
DDE Tn6 FP inh	3	-2	4	1	-6	-3	-5	-4
ADAM17 inh	-2	0	-2	-3	-3	-5	1	-3
ARFGAP1 inhibitor	0	4	10	-4	14	-3	11	7
proKLK7 act	0.5	-0.6	-0.1	0.6	0.8	-0.1	-0.1	0.5

[9] COC(=O)NNC(=O)COc1cc(C)ccc1C
[10] Cc1ccc(C(=O)O)cc1S(=O)(=O)N1CCSCC1
[11] CC(C)(C)c1ccc(C(=O)NNC(=S)NCC2CCCO2)cc1 (centres undefined)
[12] O=C(Nc1ccc(Cl)c(C(F)(F)F)c1)NC1CC2CCCC(C1)N2C1CC1 (centres undefined)
[13] O=C(NC1CCCC1)C1CC(c2ccc(F)cc2)=NO1 (centres undefined)
[14] O=C(COC(=O)c1cccs1)NC1CCCCC1
[15] COc1ccc(-c2cc(C(=O)OCC(=O)N3CCCC3)c3ccccc3n2)cc1
[16] Cc1cc(OCC(=O)Nc2ccccn2)c2c(C)cc(=O)oc2c1

Assay by compound	9	10	11	12	13	14	15	16
LEDGF integ inh	-2	1	-4	-1	2	3	0	0
ASAP1 inh	1	0	-18	2	1	9	7	6
PLCg1 inh	2	2	1	2	-1	3	i	-30
Tn7 DDE FP	10	0	0	9	8	-3	3	-2
TDP2 absorb	0	10	-4	-6	1	-7	2	0
ADAM10 inh	3	6	-3	4	-2	0	-209	-62
DDE Tn6 FP inh	-4	4	11	-3	-2	-2	-3	-2
ADAM17 inh	0	-3	-2	-2	-6	1	-66	-9
ARFGAP1 inhibitor	-1	-2	-1	4	8	8	23	12
proKLK7 act	-0.9	-0.5	-0.6	0.5	0.1	0.1	17*	1.2

[17] O=C(CCN1C(=O)C2C3C=CC(C3)C2C1=O)N1CCN(c2ccc(F)cc2)CC1 (centres undefined)
[18] C[C@@H]1CN([C@@H](C)CO)C(=O)CCCn2nncc2CO[C@@H]1CN(C)S(=O)(=O)c1ccccc1F
[19] COc1ccc(NCCC#N)cc1
[20] COc1ccccc1/C=N/NC(=O)c1cccc(NC(=O)c2ccccc2C)c1
[21] O=C(COc1ccc2c3c(c(=O)oc2c1)CCC3)NCc1cccnc1
[22] C#CCOCCOCCOCCNc1nc(N2CCN(C(=O)[C@H]([C@@H](C)O)n3cc(CCCCN)nn3)CC2)nc(N2CCN(C(=O)[C@H](CCCCN)n3cc(CCCC)nn3)CC2)n1
[23] O=C(c1ccc(S(=O)(=O)Nc2ccc(F)cc2)cc1)N1CCN(C(=O)c2ccco2)CC1
[24] Cc1ccc(-c2nc(SCC(=O)Nc3cc(C)on3)c3c(=O)n(C)c(=O)n(C)c3n2)cc1

Assay by compound	17	18	19	20	21	22	23	24
LEDGF integ inh	3	-4	-5	-3	-5	-2	2	0
ASAP1 inh	-11	-10	1	-19	-12	-7	2	-14
PLCg1 inh	2	2	2	1	-1	2	6	0
Tn7 DDE FP	1	0	-4	3	-5	2	-6	2
TDP2 absorb	5	1	1	5	11	2	4	-1
ADAM10 inh	2	-24	-2	5	-30	1	6	-5
DDE Tn6 FP inh	0	0	-1	2	1	9	3	4
ADAM17 inh	-3	4	-3	-3	-13	-3	1	-1
ARFGAP1 inhibitor	-1	5	3	15	7	-9	12	-12
proKLK7 act	-1.2	-0.7	0.0	-3.9	0.4	0.5	-0.1	-0.1

[25] C=CC[C@]12C[C@@]3(O[C@H](c4ccc(C(F)(F)F)cc4)N=C3C[C@H](c3ccc(OC)cc3)[C@H]1C)N(Cc1ccncc1)C2=O
[26] CCOC(=O)CC(=O)CSc1nc(-c2ccccc2)cc(-c2ccccc2)c1C#N
[27] CCn1c(SCC(=O)Nc2cccc(OC)c2)nnc1-c1ccc(Cl)cc1
[28] CCOC(=O)C1(Cc2cccc(Cl)c2)CCCN(C(=O)c2ccco2)C1 (centres undefined)
[29] COc1ccccc1C(=O)N(CCC1CCCN1C)c1nc2ccccc2s1 (centres undefined)
[30] CCC(CC)C(=O)Nc1cc(C(=O)NCCc2ccccc2)ccc1Cl
[31] Cc1cc(C)c(S(=O)(=O)Nc2nnc(C3CCCCC3)s2)c(C)c1
[32] CC(CCC(=O)Nc1nncs1)C(=O)O (centres undefined)

Assay by compound	25	26	27	28	29	30	31	32
LEDGF integ inh	0	0	-1	5	-7	-2	0	0
ASAP1 inh	3	10	-4	6	0	5	-21	2
PLCg1 inh	-3	-112	-1	6	-2	-1	0	3
Tn7 DDE FP	-2	5	-2	8	3	-5	0	-2
TDP2 absorb	-1	-8	-6	-13	2	11	-13	-5
ADAM10 inh	-3	-15	4	1	-8	2	9	-10
DDE Tn6 FP inh	-4	5	7	-6	1	-4	2	-10
ADAM17 inh	-1	-4	5	6	-6	-2	-2	5
ARFGAP1 inhibitor	-5	9	-10	-5	-1	8	-10	0
proKLK7 act	-0.3	-16	0.5	1.1	0.0	0.0	0.4	0.6

[33] O=C(Nc1ccc2c(c1)OCCO2)c1ccc2ccccc2n1
[34] COc1ccc(NC(=O)NNC(=O)c2cc3ccccc3cc2O)cc1
[35] Cc1ccc(NC(=O)c2cc(-c3cccc(O)c3)on2)cc1C
[36] O=C(N/N=C/c1cccs1)c1ccccn1
[37] CS(=O)(=O)/C(C#N)=C/c1cccn1S(=O)(=O)c1cccc2ccccc12
[38] CCNC(=O)C1(C)CCN(C(=O)c2c(F)ccc(C)c2F)C1 (centres undefined)
[39] Cn1cccc1Cc1nnc(SCC(=O)NCC2CCCO2)n1-c1ccc(F)cc1 (centres undefined)
[40] CCOC(=O)CSC1=NC(=O)/C(=C\c2ccc(OC(C)=O)cc2)S1

Assay by compound	33	34	35	36	37	38	39	40
LEDGF integ inh	-2	-13	4	-8	3	2	0	2
ASAP1 inh	4	6	5	-5	-2	-5	-5	-7
PLCg1 inh	-8	-104	1	-5	-5	1	-3	8
Tn7 DDE FP	5	-1	-5	3	1	-8	-5	-1
TDP2 absorb	-4	-14	-12	-10	13	-2	3	6
ADAM10 inh	4	-27	1	-7	-3	-11	-7	0
DDE Tn6 FP inh	-6	-3	-2	7	-4	3	-9	0
ADAM17 inh	3	3	5	-1	-3	-1	-1	-4
ARFGAP1 inhibitor	2	-11	2	5	0	13	-6	2
proKLK7 act	1.1	-4.5	-0.1	0.2	1.0	-0.5	0.2	0.4

[41] O=C(NC(=S)NC1CCS(=O)(=O)C1)c1ccccc1 (centres undefined)
[42] COc1ccc(N(CC(=O)NC2CCCC2)C(=O)c2csnn2)cc1
[43] COc1cccc(-c2cnc(C(O)c3ccc(F)c(F)c3)[nH]2)c1 (centres undefined)
[44] CC(C)(C)NC(=O)NC(=O)COC(=O)c1ccco1
[45] C=CCNC(=O)c1cc2cccc(OC)c2oc1=O

Assay by compound	41	42	43	44	45
LEDGF integ inh	-1	-3	0	1	-3
ASAP1 inh	-7	-4	-1	-3	4
PLCg1 inh	1	2	0	2	-74
Tn7 DDE FP	1	-5	5	9	1
TDP2 absorb	10	-9	4	5	21
ADAM10 inh	-4	3	-4	1	-15
DDE Tn6 FP inh	4	5	1	2	-1
ADAM17 inh	-1	-1	-2	-3	-8
ARFGAP1 inhibitor	10	0	-10	-8	-5
proKLK7 act	0.0	-0.6	-0.2	-0.5	-2.4

Structures listed so far that contain an aryl thioether with sulfur outside any ring, in the order listed:
[1] COc1ccc(CSc2nnnn2-c2ccc(C(N)=O)cc2)cc1[N+](=O)[O-]
[24] Cc1ccc(-c2nc(SCC(=O)Nc3cc(C)on3)c3c(=O)n(C)c(=O)n(C)c3n2)cc1
[26] CCOC(=O)CC(=O)CSc1nc(-c2ccccc2)cc(-c2ccccc2)c1C#N
[27] CCn1c(SCC(=O)Nc2cccc(OC)c2)nnc1-c1ccc(Cl)cc1
[39] Cn1cccc1Cc1nnc(SCC(=O)NCC2CCCO2)n1-c1ccc(F)cc1 (centres undefined)

Assay by compound	1	24	26	27	39
LEDGF integ inh	-1	0	0	-1	0
ASAP1 inh	1	-14	10	-4	-5
PLCg1 inh	3	0	-112	-1	-3
Tn7 DDE FP	6	2	5	-2	-5
TDP2 absorb	5	-1	-8	-6	3
ADAM10 inh	0	-5	-15	4	-7
DDE Tn6 FP inh	3	4	5	7	-9
ADAM17 inh	-2	-1	-4	5	-1
ARFGAP1 inhibitor	0	-12	9	-10	-6
proKLK7 act	0.5	-0.1	-16	0.5	0.2
